14-3-3 Bad inh: disrupts binding of bovine 14-3-3 zeta to phospho-Bad peptide; TR-FRET 14-3-3zeta/Dy647-pBad peptide displacement, 1 h; inhibition, % at 21.7 µM; 220,000 compounds, 0.71% hits;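 active = inhibition above about 70%, limit read from the data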;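 also: 0% = full 14-3-3 plus peptide FRET controls and 100% = background without 14-3-3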
Target sequence (P63103 whole entry, looked up): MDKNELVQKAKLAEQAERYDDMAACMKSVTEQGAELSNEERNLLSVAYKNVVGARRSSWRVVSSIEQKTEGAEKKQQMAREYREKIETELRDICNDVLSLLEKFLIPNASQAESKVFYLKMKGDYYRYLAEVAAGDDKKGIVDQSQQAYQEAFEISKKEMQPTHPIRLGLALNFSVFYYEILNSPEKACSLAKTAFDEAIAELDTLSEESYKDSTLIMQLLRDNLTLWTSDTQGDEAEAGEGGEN
Rad51 HR inh: blocks human Rad51 in homologous recombination. 200,000 compounds, 0.085% hits. Q06609. inhibition, % at 10 µM. hRad51 DNA strand exchange, fluorescence dequenching;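 active = inhibition above 40% at the single screening dose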;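 also: 0% = DMSO control wells and 100% = blanks with heterologous ssDNA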
Target sequence (Q06609 whole entry, looked up): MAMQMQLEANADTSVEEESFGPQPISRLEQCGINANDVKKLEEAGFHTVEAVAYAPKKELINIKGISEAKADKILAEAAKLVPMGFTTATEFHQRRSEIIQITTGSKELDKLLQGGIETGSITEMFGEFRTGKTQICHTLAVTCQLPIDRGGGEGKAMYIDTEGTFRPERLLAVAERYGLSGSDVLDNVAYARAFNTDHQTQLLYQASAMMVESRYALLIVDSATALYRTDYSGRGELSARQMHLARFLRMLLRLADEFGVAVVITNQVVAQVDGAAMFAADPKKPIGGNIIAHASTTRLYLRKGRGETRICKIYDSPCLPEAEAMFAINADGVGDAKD
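material = hRad51 filaments on single-stranded DNA | reagent = Donor/quencher-labelled 47-bp dsDNA substrate | compound = 10 µM final, single point | schedule = strand-exchange reaction 15 min at room temperature | measured by = fluorescein emission 520 nm, excitation 485 nm | read-out basis = % inhibition versus plate control and blank means | benchmarks = plate controls and plate blanks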
KCC2 mod: modulators of human KCC2 chloride dependent transport. Q9H2X9. KCC2 cells, thallium flux FluoZin-2 fluorescence. B-score of Tl+ flux slope (higher = more flux/activation; lower = inhibition) at 10 µM. 190,000 compounds, 2.2% hits;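 active = thallium flux slope and its plate-corrected score both differing from the plate sample mean at a set confidence after two filtering rounds, in either direction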;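 also: slope of fluorescence scaled to starting intensity during 10 to 20 s after thallium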
NCF1 inh: p47phox (human) inhibition; p47phox/p22phox peptide binding, fluorescence polarization, 2 h; P14598; inhibition, % at 24.7 µM; 220,000 compounds, 0.53% hits;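 also: 0% = p47phox with labelled peptide and 100% = labelled peptide alone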
eIF4E-4G inh: eIF4E/eIF4G interaction inhibition in translation initiation; P63073+Q04637; TR-FRET eIF4E-eIF4GI(517-606) binding, 2 h; inhibition, % at 21.7 µM; 220,000 compounds, 0.37% hits; AID 782;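 also: 0% = full FRET control wells and 100% = background wells lacking eIF4GI fragment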
Furin inh: inhibitors of human furin | P09958 | purified furin, fluorogenic substrate cleavage | inhibition, % at 30 µM | 220,000 compounds, 0.061% hits; in the data active = inhibition above about 25%; also: inactives centre near -15
Thrombin inh: inhibitors of human thrombin; P00734; alpha-thrombin, Boc-VPR-AMC fluorogenic substrate cleavage; inhibition, % at 5 µM; 220,000 compounds, 0.26% hits;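 active = inhibition at or above 40%; inactive = inhibition below 40%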;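 also: 0% = enzyme with no compound and 100% = wells without enzyme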
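Assay system: human alpha-thrombin enzyme. Reagent: Boc-VPR-AMC substrate, 15 µM final. Compound dosing: one concentration per compound, 5 µM, with 0.2% DMSO. Incubation: room-temperature reaction. Technique: AMC fluorescence, 355/460 nm. Measure: % inhibition relative to enzyme controls and enzyme-free blanks.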
EBV gp42 block: EBV gp42 inhibition | 220,000 compounds, 0.42% hits | Q1HVG2 | Fluorescence polarization binding assay, mP read-out | inhibition, % (tested at 21.74 µM); in the data active = inhibition above about 50%
Target sequence (Q1HVG2 whole entry, looked up): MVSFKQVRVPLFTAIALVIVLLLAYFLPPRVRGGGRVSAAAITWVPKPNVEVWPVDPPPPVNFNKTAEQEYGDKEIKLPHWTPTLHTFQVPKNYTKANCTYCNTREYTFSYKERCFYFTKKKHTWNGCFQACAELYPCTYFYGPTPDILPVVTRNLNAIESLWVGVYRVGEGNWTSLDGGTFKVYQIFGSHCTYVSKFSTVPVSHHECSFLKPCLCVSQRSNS
hK5 inh: blocks human kallikrein 5 protease activity. Q9Y337. 210,000 compounds, 0.59% hits. inhibition, % at 5 µM. recombinant hK5, fluorogenic AMC substrate cleavage;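 active = inhibition of 40% or more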;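 also: 0% = enzyme controls without compound and 100% = no-enzyme blanks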
Target sequence (Q9Y337 67-293 limits assumed): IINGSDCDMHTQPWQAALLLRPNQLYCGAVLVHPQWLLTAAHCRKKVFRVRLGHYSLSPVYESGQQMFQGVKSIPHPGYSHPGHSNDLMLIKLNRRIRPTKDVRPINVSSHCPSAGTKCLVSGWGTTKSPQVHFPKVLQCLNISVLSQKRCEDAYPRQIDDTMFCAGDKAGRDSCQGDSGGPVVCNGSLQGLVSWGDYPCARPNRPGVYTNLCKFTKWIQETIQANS
An asterisk follows results filed as active; i = inactive; · = not tested or not shown; & = joins results of further samples; [ ] = remark or other dose.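 The calls were made as follows, unless noted: active = inhibition above about 30% (limit read from the data); inactive = the rest.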

Rad51 HR inh	KCC2 mod	EBV gp42 block	hK5 inh	Furin inh	Thrombin inh	14-3-3 Bad inh	NCF1 inh	eIF4E-4G inh	Structure
·	·	-7.0	-10.6	-14.0[20 µM]	-0.1	-13.1	-20.1	-21.2	CCn1c(C)c(C(C)=O)c(SC)nc1=S
-6.7	-2.18	-5.0	-11.8	-11.9	-16.2	11.1	0.9	-3.1	CCN(CC)S(=O)(=O)c1ccc(C)c(NC(=O)COc2ccc3c(C)cc(=O)oc3c2)c1
4.5	0.912	-17.8	-5.6	-10.8	-3.8	13.2	-17.8	-0.4	COc1cccc(-n2c(SCC(=O)Nc3cc(C)on3)nc3ccccc3c2=O)c1
-16.5	0.125	6.2	-13.6	-26.8[20 µM]	-2.5	2.3	-11.1	-1.7	CCCCCCCC(=O)N/N=C/c1cccnc1
-6.7	-0.0971	-19.8	9.1	0.9[20 µM]	-3.7	45.4	0.9	-5.3	COc1cc(OC)c(NC(=O)CCNC(=O)Cn2ccc3ccccc3c2=O)cc1Cl
·	·	-25.8	-18.9	-25.8	-8.0	2.4[fluorescence artefact?]	-9.2	1.1[fluorescence artefact?]	CC(C)CCNC(=O)CCn1nc(-c2ccccc2)ccc1=O
·	0.156	-3.2	-16.4	-18.5	3.1	-10.0	-3.9	8.5	COc1ccccc1N1CCN(Cc2nc3ccsc3c(=O)[nH]2)CC1
-4.7	-0.0352	-11.5	-7.6	-25.0[20 µM]	3.2	0.7	3.9	4.1	C[N+](C)(C)CCCC(=O)c1ccc2c(c1)OCO2
-2.1	0.803	-16.2	-6.9	-16.4	-2.1	-3.4	-13.3	-5.2[fluorescence artefact?]	CSc1nc(C)c(Cl)c(C)c1C#N
-5.0	0.0913	-16.7	11.1	-12.5[20 µM]	-4.3	0.3	2.1	6.1	Cc1cc(C)cc(OCC(=O)OCC(=O)Nc2ccc(Cl)cn2)c1
2.2	-4.33*	-14.8	28.8	-16.3[20 µM]	4.7	-5.7	-0.6	-0.5	O=C(OC(C(=O)NC1CCCC1)c1ccncc1)C1=Cc2ccccc2OC1 (centres undefined)
10.4	0.149	3.6	-23.4	-20.5	2.2	-5.0	-8.9	0.2	O=C(O)c1cccc(NC(=S)NC(NC(=O)c2ccccc2[N+](=O)[O-])C(Cl)(Cl)Cl)c1 (centres undefined)
17.6	0.00225	-14.8	-3.8	-15.9	3.0	0.6	-10.7	1.7	COC(=O)[C@H](C)NC(=O)NCCC1=CCCCC1
7.2	0.104	-4.1	-0.4	-26.5	-5.9	4.5	-16.9	2.5	O=C(NCCCn1ccnc1)c1cc(C2CC2)on1
1.6	0.407	6.5	1.3	-13.7	-4.5	23.9[fluorescence artefact?]	-1.4	2.8[fluorescence artefact?]	COc1cc(CN2CCN(S(=O)(=O)c3ccc(NC(C)=O)cc3)CC2)cc(OC)c1O
-8.8	0.59	-6.6	-4.8	-7.8	-4.6	-9.4	3.0	-0.9	CCC(C)(C)NC(=O)C(c1cccn1C)N(C(=O)Cn1nnc2ccccc21)c1ccc(OC)cc1 (centres undefined)

3 of the compounds above, as tab-separated lines:
canonical_smiles	Rad51 HR inh	KCC2 mod	EBV gp42 block	hK5 inh	Furin inh	Thrombin inh	14-3-3 Bad inh	NCF1 inh	eIF4E-4G inh
CCn1c(C)c(C(C)=O)c(SC)nc1=S	·	·	-7.0	-10.6	-14.0[20 µM]	-0.1	-13.1	-20.1	-21.2
CCN(CC)S(=O)(=O)c1ccc(C)c(NC(=O)COc2ccc3c(C)cc(=O)oc3c2)c1	-6.7	-2.18	-5.0	-11.8	-11.9	-16.2	11.1	0.9	-3.1
COc1cccc(-n2c(SCC(=O)Nc3cc(C)on3)nc3ccccc3c2=O)c1	4.5	0.912	-17.8	-5.6	-10.8	-3.8	13.2	-17.8	-0.4

Further results follow:
Rad51 HR inh	KCC2 mod	EBV gp42 block	hK5 inh	Furin inh	Thrombin inh	14-3-3 Bad inh	NCF1 inh	eIF4E-4G inh	Structure
6.4	·	-27.5	-1.4	-23.2[20 µM]	1.2	2.2[fluorescence artefact?]	-0.6	8.9[fluorescence artefact?]	CCCN1Cc2cccc(C(=O)N3CCN(c4ccc(F)cc4)CC3)c2C1=O
22.7	0.468	1.6	-9.8	-18.5	-4.4	-2.7	33.0*	-1.3	COc1ccc(CNC(=O)c2noc(C)c2[N+](=O)[O-])cc1
-6.9	0.676	-18.7	-7.5	-24.2	-2.4	0.5	-8.5	1.1	CC1CCCC(NC(=O)COC(=O)c2ccccc2Sc2ccccc2C#N)C1C (centres undefined)
-20.7	-0.674	1.1	-1.6	-11.0	-7.0	-3.3	-43.0	8.5	COc1ccccc1N1C(=O)[C@@H]2[C@H](C1=O)[C@H](C(=O)c1ccc(OC(C)=O)cc1)N1N=CC=C[C@@H]21
5.3	-0.443	-21.9	1.9	-21.8	4.1	-7.2	-5.4	4.8[fluorescence artefact?]	Cc1cc(F)ccc1NCc1ccncc1
3.0	-0.0173	-10.5	-24.8	-20.9	-5.0	-1.0	-16.9	1.0	CC(C)C(NS(=O)(=O)c1cccc2nsnc12)C(=O)NCc1ccc2c(c1)OCO2 (centres undefined)
5.0	-1.32	-18.5	0.8	-19.9	2.9	-4.9	10.4	1.0	O=C(NCCCN1CCCC1)c1ccc2c(Cl)c3c(nc2c1)CCCC3
-3.6	·	-14.0	-7.7	-12.0[20 µM]	2.3	47.0	-13.5	0.7	COC(=O)Cc1cc(=O)n2[nH]c(C)c(-c3ccccc3)c2n1
24.3	-0.831	-2.5	-20.6	-15.5	-1.1	13.4	5.9	2.5	CCCCNC(=O)CSc1nc2cc3c(cc2c(=O)n1CCCC(=O)NCCc1ccc(OC)c(OC)c1)OCO3
13.7	-1.78	-18.4	2.7	-27.6	8.1	-8.2	-8.7	-0.3	COc1ccc(-c2ocnc2C(=O)N2CCN(C(c3ccccc3)c3ccccc3)CC2)cc1
0.4	-1.24	-10.7	-13.7	-29.8	-0.9	-5.6	-10.4	0.5	Cc1cccc2cc3c(NC(=O)C(C)C)nn(C)c3nc12
0.9	0.149	-4.8	-2.4	-17.8	-3.4	1.2	-2.5	16.2	Cc1ccc(C(O)Cn2cc([N+](=O)[O-])nc2C)cc1 (centres undefined)
6.6	0.979	-10.6	-8.5	-4.7	-4.3	2.9	-4.2	-3.0[fluorescence artefact?]	O=C(c1cccc([N+](=O)[O-])c1)N(c1ccccn1)c1ccccn1
-149.0	i	-68.5	7.1	-7.2	9.9	7.5	-63.8	15.5	CCN1/C(=C\c2ccc3ccccc3[n+]2CC)Sc2cc(C)ccc21
2.8	-1.7	-16.0	-4.2	-3.3	3.5	-3.4[fluorescence artefact?]	-13.3	2.7	O=C(Cn1cnc([N+](=O)[O-])n1)N/N=C/c1cccc2ccccc12
-9.7	·	-5.8	-119.4	-4.2	3.3	-14.4	-4.5	10.6	Cc1[nH]n2c(=O)cc(C(C)(C)C)nc2c1-c1ccccc1
5.4	0.847	-4.9	-12.8	-5.0	-9.6	-8.8[fluorescence artefact?]	-9.2	-10.3[fluorescence artefact?]	CCN(CC)S(=O)(=O)c1ccc(N2CCOCC2)c(NS(=O)(=O)c2ccc(C(C)C)cc2)c1
3.0	1.13	-12.3	-5.2	-8.3[20 µM]	2.8	-8.0	-11.4	4.8[fluorescence artefact?]	COc1ccc(-c2noc(COc3ccc4ccccc4c3Br)n2)cc1OC
12.9	-0.144	4.5	-13.5	-14.2	-5.5	-14.9	-7.5	4.6	CCOC(=O)c1sc(NC(=O)Nc2ccccc2F)nc1C
1.7	0.881	-16.5	-2.8	-9.1	0.3	4.1	-3.7	2.2	O=C(/C=C/c1ccco1)Oc1cccc2cccnc12
-1.7	0.459	-11.4	10.1	-11.1	-2.8	-1.2	7.6	2.0	Cc1nc2ccccn2c1C(=O)NC1CCCCC1
-5.8	0.635	2.5	11.3	-18.9	-6.1	-0.6	-8.7	1.7	CC(C)OCCCNC(=O)c1ccc(NC(=O)C2CCCO2)cc1 (centres undefined)
·	0.198	-19.9	-9.8	-24.1	1.0	13.7	-2.2	1.9	COc1ccc(NC(=O)CSc2nnc(Cn3c(=O)sc4ccccc43)n2C)c(OC)c1
-3.1	0.667&1.04	-9.4&-7.8	·	·	·	2.7&-3.7	-6.2&0.4	4.0&-1.2	CCN1CCCC1CNC(=O)c1cc(S(=O)(=O)CC)c(N)cc1OC (centres undefined)
5.1	-0.965	-8.0	-4.8	-6.1	-1.9	-14.0	-7.2	-12.1[fluorescence artefact?]	CC(C)(C)c1ccc(/C=N/NC(=O)C(=O)NCCCN2CCOCC2)cc1
7.6	-0.118	-0.9	4.2	-26.4	1.7	-2.6	3.3	-10.3	CC(NC(=S)N1CCN(c2ccccc2)CC1)c1ccccc1 (centres undefined)
-11.1	-0.429	2.2	-15.1	-14.1	-1.2	75.1*	-4.0	-0.2	Cc1ccc(-c2sc(-c3cccnc3)nc2CC(=O)O)cc1
1.5	-0.986	-34.8	4.3	-16.0[20 µM]	9.9	9.1	0.7	-0.4	COc1ccc(C(C(=O)NC2CCCC2)N(C(=O)c2ccoc2C)c2cc(C)cc(C)c2)cc1 (centres undefined)
2.5	-0.261	-5.4	14.4	-8.5	26.4	-1.5	-4.9	1.9	CC(C)CNC(=O)Nc1ccc(F)c(Cl)c1
-1.4	-0.84	-9.1	2.9	-34.5	-1.8	-3.9	-9.2	-0.8	Cc1cc2nc3n(c2cc1C)CC1CC(C(=O)NCCc2cccs2)N(C)C31 (centres undefined)
0.3	-0.334	1.8	0.9	-23.5[20 µM]	5.5	-0.9	-6.8	1.5	COc1cc(OC)c(NC(=O)Nc2ccc(OC)c(OC)c2)cc1Cl
4.5	-0.078	-6.6	-0.6	-22.4[20 µM]	-0.9	-13.8[fluorescence artefact?]	-1.6	0.2	COc1ccc(C(=O)NCC(=O)Nc2ccc(F)cc2)cc1OC
2.4	-1.62	7.8	-14.2	-15.7	-6.9	-3.8[fluorescence artefact?]	-2.0	1.0	Cc1c(Cl)c([N+](=O)[O-])nn1CCCC(=O)Nc1ccc(Cl)cc1Cl
6.6	·	-7.0	·	-28.6	-1.0	-11.9	10.4	-1.6	CSCCCNC(=O)c1ccc(OC2CCN(CCc3ccccc3)CC2)cc1
·	0.00405	-12.3	-4.6	-14.9	1.6	0.5	-2.6	-3.4	O=C(O)C1CCCCC1C(=O)Nc1ccc(F)cc1F (centres undefined)
5.9	0.0202	-1.6	1.9	-6.4[20 µM]	1.6	-11.7	0.9	-5.5	CCc1ccc(C(=O)COC(=O)c2cnccn2)cc1
2.0	·	-7.1	9.3	-22.7	-1.4	-0.4	-8.3	4.1	COc1ccc(OC)c(CNC(=O)C2CCCN(c3nc4ccccc4o3)C2)c1 (centres undefined)
-11.4	-1.33	-18.5	-1.5	4.0	-7.2	-14.7	-31.5	2.8	Nc1cccn2c(-c3ccc(Cl)cc3)cnc12
4.8	-0.0396	-13.9	-10.3	0.7	-5.9	-0.7[fluorescence artefact?]	12.7	-16.6[fluorescence artefact?]	Cc1ccc(NC2(c3nnnn3-c3c(C)cccc3C)CCCCC2)cc1
1.1	-0.0789	-11.3	-7.9	-30.0	3.2	-16.4	-10.2	3.3	Cc1cccc(C)c1NC(=O)CCCCCNS(=O)(=O)c1ccccc1
-5.2	1.65	-16.6	-31.0	-8.6[20 µM]	2.7	3.5	-9.1	-1.4	COc1ccc(-c2cc3ccccc3n2CC(O)CNC(CO)(CO)CO)cc1 (centres undefined)
5.3	0.847	-1.9	1.9	-24.7	-0.1	9.9	-11.8	2.5	C=CCn1c(SCC(=O)N(C)C)nc2cc(C(=O)O)ccc2c1=O

High-throughput results deposited in PubChem by several laboratories.
